Arr AP2 block: human beta-arrestin and AP2 interaction inhibition; AID 504490; FITC-arrestin peptide / GST-AP2 beads, flow cytometry; AP2 beta2 appendage carries R879A mutation; inhibition, % at 10 µM; 0.31% of 340,000 active;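 active means inhibition above a set limit, near 3 SD of compounds lacking own fluorescence, cut at about 54% in these data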;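 further: plate controls were DMSO wells for no effect and 5 µM unlabelled arrestin peptide for full effect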
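system = GST-tagged AP2 beta2-adaptin appendage (R879A) on 4 µm glutathione beads | reagent = FITC-labelled arrestin peptide probe, 50 nM final | schedule = compound with beads 12 min RT, then probe 1 h RT | signal = HyperCyt-sampled flow cytometry, FL1 channel, ex 488/em 535 nm | read-out = percent response from loss of bead-bound FITC fluorescence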
Keap1 Nrf2 FP: Keap1-Nrf2 (human) interaction inhibition; Q14145; Keap1 Kelch-Nrf2 peptide fluorescence polarization, 1536-well; inhibition, % at 9.4 µM; 0.15% of 340,000 active; AID 504523; in the data active means inhibition above about 12%;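 further: human Keap1 Kelch domain with fluorescein labeled Nrf2 9mer peptide probe; 0% = neutral control wells and 100% = peptide positive control; higher means more block of Keap1 binding to Nrf2 peptide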
RTF Ca sens inh: cardiac RTF calcium desensitization. P19429+P45379. 0.12% of 340,000 active. inhibition, % at 7.15 µM. IANBD-labeled cardiac RTF, Ca2+ fluorescence;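 active means inhibition above the mean inhibition of all tested compounds plus 3 SD, cut at about 17% in these data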;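 further: assay run at fixed EC70 calcium of 1.6 mM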
PKA-R2B act: activates the human PKA-R2B holoenzyme complex; P22694+P31323; PKA-R2B holoenzyme dissociation, Cy5-IP20 fluorescence polarization; R2B truncated from residue 108, S112A mutant; 0% DMSO only, 100% 113 µM cGMP; activation, % at 11.4 µM; 0.079% of 340,000 active; AID 504700;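 active means activation above a cutoff set at the mean over all compounds plus 3 SD, cut at about 18% in these data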;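 further: higher means more holoenzyme dissociation and a rise in polarization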
Target sequence (P31323 whole entry, looked up, other chains not shown, the tested form may be a part): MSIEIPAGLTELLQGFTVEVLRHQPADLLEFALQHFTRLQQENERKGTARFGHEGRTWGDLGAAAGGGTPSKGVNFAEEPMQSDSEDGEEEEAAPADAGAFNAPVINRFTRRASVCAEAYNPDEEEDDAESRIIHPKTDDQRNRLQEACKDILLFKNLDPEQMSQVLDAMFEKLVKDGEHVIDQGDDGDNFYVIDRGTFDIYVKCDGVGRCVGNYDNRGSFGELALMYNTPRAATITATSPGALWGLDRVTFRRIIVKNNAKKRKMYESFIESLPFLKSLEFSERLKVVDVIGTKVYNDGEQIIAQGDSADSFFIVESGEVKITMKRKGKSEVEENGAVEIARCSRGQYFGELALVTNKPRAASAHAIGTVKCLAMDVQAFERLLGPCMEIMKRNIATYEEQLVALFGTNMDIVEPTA
NSD2 inh: NSD2 (human) methyltransferase inhibition; AID 743445; NSD2 peptide methylation, AlphaScreen, 120 min; inhibition, % at 12.5 µM; O96028; 0.54% of 310,000 active; in the data active means inhibition above about 50%
LANA DNA inh: blocks KSHV LANA C-terminal domain binding to DNA; inhibition, % at 9 µM; AID 504423; 0.078% of 340,000 active; MBP-C-LANA/FAM-LBS DNA binding, fluorescence polarization;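 active means highest replicate inhibition at or above 60% at 9 µM, even if other replicates fall short; inactive means all replicates below 60% inhibition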;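 further: 0% = neutral control wells and 100% = 4 µM acridine orange control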
SR-BI DiI inh: inhibitors of mouse SR-BI mediated HDL lipid uptake | Q61009 | ldlA[mSR-BI] CHO cells, DiI-HDL uptake fluorescence, 3 h | inhibition, % at 12.5 µM | 0.96% of 320,000 active;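 active means mean replicate inhibition of at least 70% and a set share of replicates each scoring 70 or more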;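 further: 0% = median of neutral control wells and 100% = median of positive control wells; values of inactives mirror those of a sister screen read the other way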
Target sequence (Q61009 whole entry, looked up): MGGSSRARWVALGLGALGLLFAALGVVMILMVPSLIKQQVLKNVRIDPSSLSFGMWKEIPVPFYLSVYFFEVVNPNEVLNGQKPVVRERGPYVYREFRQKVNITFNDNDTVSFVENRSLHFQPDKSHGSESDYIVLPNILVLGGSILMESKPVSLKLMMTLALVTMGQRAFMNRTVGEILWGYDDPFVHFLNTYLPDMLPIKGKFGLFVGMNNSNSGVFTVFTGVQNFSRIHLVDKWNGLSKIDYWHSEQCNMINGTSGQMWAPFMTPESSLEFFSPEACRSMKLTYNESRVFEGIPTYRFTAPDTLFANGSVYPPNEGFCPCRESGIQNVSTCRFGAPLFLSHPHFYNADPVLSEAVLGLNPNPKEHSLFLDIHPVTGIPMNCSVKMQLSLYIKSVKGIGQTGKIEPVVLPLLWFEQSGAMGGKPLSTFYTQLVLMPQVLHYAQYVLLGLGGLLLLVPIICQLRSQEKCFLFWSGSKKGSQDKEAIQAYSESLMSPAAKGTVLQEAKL
PvdQ acylase: P. aeruginosa PvdQ acylase inhibition | 0.063% of 340,000 active | purified PvdQ acylase, fluorescence plate reader | inhibition, % at 10 µM | AID 488965; in the data active means inhibition above about 30%, passing the limit was not always enough;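 further: 0% = vehicle neutral wells and 100% = reference inhibitor wells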
SR-BI DiI-HDL act: SR-BI HDL lipid transfer activation | CHO ldlA[mSR-BI] cells, DiI-HDL uptake fluorescence, 3 h; 100 = double the neutral-control signal | activation, % at 12.5 µM | 0.096% of 320,000 active | AID 504775;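 active means mean replicate activation of at least 60% and every replicate at or above 60%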;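 further: 0% = median plate neutral-control signal and 100% = twice that signal; values of inactives mirror those of a sister screen read the other way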
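Test system: SR-BI-overexpressing, LDLR-lacking CHO cells. Measured by: DiI fluorescence, bottom read. Medium: Ham's F12 with 0.5% BSA, HEPES 25 mM, pH 7.4. Timing: 3 h uptake period with compound, 37 °C.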
DAGLB inhibitor: diacylglycerol lipase beta (human) inhibition; inhibition, % at 5.17 µM; Q8NCG7; HEK293T DAGLB membrane lysate, EnzChek fluorogenic substrate; AID 504411; 0.059% of 340,000 active; in the data active means inhibition above about 34%;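 further: 0% = enzyme with vehicle and 100% = wells lacking enzyme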
An asterisk follows results filed as active; . = not tested or not shown.

SMILES	Arr AP2 block	Keap1 Nrf2 FP	RTF Ca sens inh	PKA-R2B act	NSD2 inh	LANA DNA inh	SR-BI DiI inh	PvdQ acylase	SR-BI DiI-HDL act	DAGLB inhibitor
CC1CN(S(=O)(=O)c2ccc(C(=O)Nc3nnc(-c4ccccn4)o3)cc2)CC(C)O1 (centres undefined)	1.4	-0.2	-5.6	-5.5	-4.0	-0.8	-4.2	-0.3	4.2	2.1
Cc1cc(Nc2ccccc2O)c2ccccc2n1	5.8	3.9	.	.	-1.8	-1.0	-17.5	-1.2	17.5	.
Cc1nc(Nc2ccccc2)sc1C(=O)c1ccccc1	22.8	0.6	.	.	-1.2	1.4	5.0	-5.4	-5.0	.
COc1ccccc1NS(=O)(=O)c1cc(C(=O)NCCCN2CCCC2=O)ccc1C	33.8	6.0	-2.5	-11.0	0.4	0.0	-7.9	0.5	7.9	-1.3
C/C(CCc1ccccc1)=N\NC(=O)c1ccccc1[N+](=O)[O-]	-9.1	-4.9	3.4	1.2	-2.5	0.8	-35.0	-8.3	35.0	-0.2
O=C1CN(C(=O)N[C@@H](Cc2ccccc2)C(=O)N[C@@H](C(=O)O)c2ccccc2)c2ccccc2N1	-12.4	3.4	4.5	-4.4	-0.5	-0.2	-17.2	-4.1	17.2	-1.2
CCCCn1nnnc1SCC(=O)N1CCCC1	-8.5	-0.8	-12.8	0.7	2.5	1.3	-21.1	-14.3	21.1	-2.4
CC(=O)c1ccc(NC(=O)CN2C(=O)COc3ccc(S(=O)(=O)N4CCCC4)cc32)cc1	0.4	-3.1	-6.4	1.6	12.2	0.7	12.0	-4.9	-12.0	-0.8
Cc1cccc(CC(=O)Nc2sc(C(C)C)cc2C(=O)N2CCOCC2)c1	7.2	-0.9	-2.9	4.0	5.8	.	0.8	8.6	-0.8	-5.1
CC(=O)N(CCCc1ccc(C(C)(C)C)cc1)CCCN(C)C	22.9	1.0	2.5	-4.7	13.3	1.2	-14.1	4.9	14.1	-1.8
COc1ccc(NC(=O)COC(=O)C2CC(=O)N(CCc3ccc(OC)c(OC)c3)C2)cc1Cl (centres undefined)	-0.6	-5.2	-6.9	14.2	-0.2	-0.3	6.6	0.0	-6.6	-0.9
Cc1sc2ncnc(N/N=C/c3ccc(O)cc3)c2c1C	-7.3	-2.6	-6.2	-1.7	3.8	1.0	19.5	1.0	-19.5	0.4
CC(C)(C)N(Cc1ccccc1)C(=O)COC(=O)C1CCN(c2ccc(C(F)(F)F)cn2)CC1	-8.3	-4.2	-0.5	1.0	-1.3	-1.0	9.8	-9.3	-9.8	-14.1
COc1ccc(N(C(=O)c2ccc(C)cc2)S(=O)(=O)c2cccs2)cc1	20.1	-9.1	-46.0	3.5	-2.5	1.4	-11.7	0.1	11.7	-4.0
COc1ccc(CCNC(=O)C2=COCCO2)cc1	-0.3	1.0	-19.8	6.1	-2.0	1.5	-33.6	-8.8	33.6	-7.4
COc1cccc(N2CCN(C(=O)Nc3ccc4c(c3)NC(=O)CO4)CC2)c1	-4.2	-3.4	-6.1	-1.8	0.3	-1.1	44.6	-13.6	-44.6	3.8
O=C(/C=C/c1cccc(Cl)c1)OCc1cn2cc(Cl)ccc2n1	-0.3	1.6	-4.4	0.0	-1.4	0.2	-12.9	-16.9	12.9	-4.1
O=C(Cn1c(=S)[nH]c2ccccc2c1=O)N1CCc2ccccc2C1	-9.7	10.0	-0.8	11.3	-1.5	-2.5	-39.0	3.9	39.0	-1.7
Cc1cc(C)cc(OCc2nnc(N)s2)c1	2.1	-1.3	-12.3	-8.1	-1.2	0.9	-28.6	-0.7	28.6	-4.7
Oc1ccc(/C=N/NC2=NCCCCC2)c(O)c1	10.7	2.0	-10.6	-11.8	-0.6	-0.4	4.5	-7.9	-4.5	-1.2
CCOC(=O)c1nc(NNC(C)=O)sc1C	-17.4	-5.2	-10.0	-3.3	-3.2	-0.3	-14.6	-12.3	14.6	2.8
COC(=O)/C=C1\SC(=NC(=O)c2cccc([N+](=O)[O-])c2)NC1=O	5.1	0.2	-7.7	-2.2	-7.3	1.8	-9.9	-13.6	9.9	2.3
CCOC(=O)c1ccc(S(=O)(=O)N(CCO)Cc2cc3cc(OC)c(OC)cc3[nH]c2=O)cc1	31.7	0.6	-1.2	2.2	.	0.3	.	5.1	.	-1.2
CCn1c(=O)c2c(nc3n2CCN3c2ccccc2)n(C)c1=O	22.0	1.9	-5.8	5.6	-2.5	-0.9	-10.5	-2.3	10.5	-0.7
CN1CCC(=NOc2ccc([N+](=O)[O-])cc2)CC1	51.1	-0.8	-4.9	5.5	-1.4	1.3	-7.1	-0.3	7.1	0.8

Brought forward from above: 4 compounds, followed by the next part.
SMILES	Arr AP2 block	Keap1 Nrf2 FP	RTF Ca sens inh	PKA-R2B act	NSD2 inh	LANA DNA inh	SR-BI DiI inh	PvdQ acylase	SR-BI DiI-HDL act	DAGLB inhibitor
COC(=O)/C=C1\SC(=NC(=O)c2cccc([N+](=O)[O-])c2)NC1=O	5.1	0.2	-7.7	-2.2	-7.3	1.8	-9.9	-13.6	9.9	2.3
CCOC(=O)c1ccc(S(=O)(=O)N(CCO)Cc2cc3cc(OC)c(OC)cc3[nH]c2=O)cc1	31.7	0.6	-1.2	2.2	.	0.3	.	5.1	.	-1.2
CCn1c(=O)c2c(nc3n2CCN3c2ccccc2)n(C)c1=O	22.0	1.9	-5.8	5.6	-2.5	-0.9	-10.5	-2.3	10.5	-0.7
CN1CCC(=NOc2ccc([N+](=O)[O-])cc2)CC1	51.1	-0.8	-4.9	5.5	-1.4	1.3	-7.1	-0.3	7.1	0.8
CCn1c(C)nc2cc(S(N)(=O)=O)ccc21	18.3	1.8	0.5	2.6	0.5	-0.7	-8.1	-4.4	8.1	0.2
COc1cc(/C=N/NC(N)=S)ccc1OCC(=O)Nc1ccc(C)c(C)c1	2.7	4.6	-6.8	7.5	6.4	-2.5	72.7*	-9.2	-72.7	1.4
COc1ccc(C2=NOC3(CC(=O)N(c4ccc5ccccc5c4)C3=O)C2)c(OC)c1 (centres undefined)	6.0	-4.4	3.6	-2.4	0.6	-0.7	-31.4	11.4	31.3	0.0
CCc1cc2ccc(OC)cc2nc1SCC(=O)NNC(C)=O	-6.3	-7.4	-2.9	1.8	-1.1	1.7	9.9	-6.1	-9.9	-5.5
CC(C)CN(CC(C)C)S(=O)(=O)N1CCC(C(=O)NCc2ccc(F)cc2)CC1	17.9	-1.3	-4.2	-9.4	.	-1.0	44.8	-14.2	-44.8	-10.7
CCOC(=O)c1oc2c(CN3CCN(C)CC3)c(O)c(CC)cc2c(=O)c1-c1nc2ccccc2s1	-2.8	-0.8	4.2	0.2	.	-1.7	-30.1	-13.8	30.1	-1.0
COc1ccccc1NC(=O)COc1cc(C)nc(C(C)C)n1	-20.5	-5.3	-7.5	1.6	-1.9	0.8	-14.8	-18.9	14.8	1.6
CCOC(=O)c1sc2c(c1C)c(=O)n(CCO)c(=O)n2Cc1ccccc1	8.7	-2.4	-11.2	3.4	-7.9	-1.8	18.5	-11.8	-18.5	-1.0
CC(C)NC(=S)N/N=C/c1c[nH]c2ccccc12	8.8	-1.8	-23.9	-4.4	4.2	0.7	2.4	-6.3	-2.4	4.3
N#Cc1ccc(-c2nc3ccccc3nc2-c2ccccc2)cc1C#N	5.4	3.3	-1.2	1.4	-4.4	-3.4	-8.9	-10.5	8.9	-6.2
CCC(C(=O)NNC(=O)c1cnccn1)c1ccccc1 (centres undefined)	-1.6	-4.8	-14.9	-16.4	-10.8	-2.4	0.8	-7.8	-0.8	-0.9
Cc1cc(C)n2nc(SCc3ccccc3)nc2n1	13.4	-1.1	2.9	-5.5	-1.8	-1.7	-11.6	-1.7	11.6	0.1
COc1ccc(/C=c2/sc3nc(-c4ccccc4)c(-c4ccccc4)n3c2=O)cc1	-7.5	-0.6	-0.1	4.4	-0.5	0.4	-3.0	-2.5	3.0	2.5
CCOC(=O)C1(Cc2cccc(OC)c2)CCN(C/C=C/c2ccc(OC)cc2)CC1	0.9	-0.9	3.9	-16.6	1.9	-0.6	-2.6	0.5	2.6	-3.3
CC(C)(O)C1=NOC(c2ccccc2)C1 (centres undefined)	1.9	0.2	-7.0	-8.4	-2.2	1.8	4.6	11.4	-4.6	-1.6
O=c1[nH]c2cccnc2c2ccsc12	14.4	-1.9	-4.3	7.2	-1.0	1.1	-11.9	-5.9	11.9	0.1
Cc1ccc(Cc2cnc(NC(=O)/C(C#N)=C/c3ccc(-c4cccc([N+](=O)[O-])c4)o3)s2)cc1	-1.6	0.4	-16.6	-7.7	-1.6	0.9	-24.7	-13.0	24.7	-1.4
CN(Cc1ccccc1)C(=O)COC(=O)Cn1cnc2ccccc21	8.2	4.4	-7.4	-3.5	22.5	3.1	-7.5	-6.1	7.5	-1.7
N/C(=N\OC(=O)COc1ccccc1)c1ccccn1	30.3	-3.4	2.9	2.6	-3.4	-0.1	-5.8	-1.4	5.8	-1.9
CCCCCc1nnc(NC(=O)C(=O)OCC)s1	11.3	-4.4	-3.9	-0.4	-2.7	0.2	-11.7	-12.3	11.7	-4.4
Cn1c(O)c(/C=N/NC(=O)c2cc3ccccc3cc2O)c2ccccc21	4.3	-4.5	-40.8	10.5	-8.9	7.3	.	-3.2	.	5.4
Cc1cc(-c2nnc(-c3cccc(Cl)c3)o2)no1	-13.2	-1.4	-13.7	1.5	-3.3	-0.1	-4.2	7.0	4.2	-2.2
CSCCC(NC(=O)c1cccc(S(=O)(=O)N2CCOCC2)c1)C(=O)Nc1cccc(C)c1 (centres undefined)	8.0	-1.0	-11.0	-11.4	-2.6	-2.4	21.2	-7.1	-21.2	2.0
COc1ccc(NS(=O)(=O)NC(=O)c2c(C)n(C)c3ccccc23)cc1	-3.9	-0.5	-9.4	2.8	8.1	-0.4	3.0	8.8	-3.0	-0.8
O=C(COC(=O)C1=Cc2ccccc2OC1)NC1CCCC1	1.6	-1.7	7.3	-9.3	-0.5	0.0	-36.7	-8.8	36.7	-0.6
Cc1ccc(NC(=O)/C(=C/c2cccc([N+](=O)[O-])c2)NC(=O)C2CCCCC2)cc1	4.0	-1.0	-0.5	-6.2	-2.3	1.9	7.4	5.7	-7.4	-0.1
CCc1cc(-c2n[nH]c(=S)n2N)n(C)n1	11.0	-0.9	1.3	-8.2	-3.1	-1.0	-15.7	-10.3	15.7	2.7
O=C(Nc1cccc(NC(=O)c2cccs2)c1)c1ccc(F)cc1	-1.2	1.8	-3.8	0.8	-2.0	-1.0	39.0	-11.2	-39.0	-2.7
O=C(O)/C=C/c1cn(Cc2ccccc2)nc1-c1ccc(Cl)cc1	7.6	6.7	-8.0	1.4	1.1	2.2	-7.3	-15.8	7.3	-3.5
